S100A4 inh HTS – S100A4-myosin IIA interaction inhibition | P26447 | S100A4/TAMRA-MyoIIA peptide fluorescence polarization | inhibition, % at 10.7 µM | 360,000 compounds, 0.14% hits;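 active = mean inhibition of at least 70% across replicates, with every replicate also reaching that level; inconclusive = mean inhibition reaches 70% but some replicates fall short; inactive = mean inhibition below 70%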
Target sequence (P26447 whole entry, looked up): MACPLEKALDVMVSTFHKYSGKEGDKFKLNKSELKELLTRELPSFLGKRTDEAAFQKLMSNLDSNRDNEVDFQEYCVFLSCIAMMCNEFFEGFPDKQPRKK
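Material: S100A4 monomer protein / Buffer or medium: 50 mM HEPES pH 7.2, 10 mM CaCl2, 100 mM KCl / Times: 5 min incubation before reading / Benchmarks: neutral control DMSO, positive control TFP / Reagent: labelled myosin peptide probe, 5 nM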
LGR2 inh – Drosophila LGR2 receptor signaling inhibition; HEK293 LGR2, CRE-luciferase, bursicon-stimulated, 4 h; 380,000 compounds, 0.35% hits; AID 720647; inhibition, % at 9.99 µM;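 active = drop in luminescence signal, shown as inhibition above about 50% in the replicate tests, limit read from the data, passing the limit was not always enough; inconclusive = probably only some replicates passing the limit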;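 note: agonist challenge used bursicon conditioned medium at about half maximal strength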
XiGFP reactiv – reactivates the inactive X chromosome in mouse fibroblasts; XiGFP mouse fibroblasts, % GFP-positive cells imaging, 3 d; cells co-treated with 5-aza-dC sensitizer; scaled so ellipticine positive control = 100%; activation, % at 7.58 µM; 360,000 compounds, 0.055% hits;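 active = mean normalized replicate activation at least 10% and every replicate at or above 10%; inconclusive = only one of the two criteria met; inactive = mean below 10% and not all replicates reach 10%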;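 note: 0% = median of on-plate neutral control wells and 100% = ellipticine 6 µM median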
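Material: XiGFP fibroblasts, SV40-immortalized; Buffer or medium: DMEM containing 5-aza-dC; Compound dosing: single point; Times: 3 days compound exposure.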
Statin myotox sup – protects C2C12 myotubes from simvastatin toxicity; ATP luminescence, 48 h; scaled: DMSO 0, geranylgeraniol control 100; rescue of ATP level, % at 7.49 µM; 330,000 compounds, 0.78% hits;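 active = mean ATP rescue above about 67%, or every replicate alone reaching that limit, limit read from the data, passing the limit was not always enough; inconclusive = no clear call, values can overlap the other calls; inactive = mean under the limit and some replicate under it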;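 note: myotubes were challenged with 10 µM simvastatin during compound exposure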
SIRT5 inh – sirtuin-5 (human) deacylase inhibition. Q9NXA8. Purified SirT5, succinyl-peptide AMC, trypsin-coupled fluorescence. inhibition, % at 15 µM. 330,000 compounds, 1.1% hits. AID 652115; in the data active = inhibition above about 15%; inconclusive = no clear call, values can overlap the other calls
PGC1a acetyl inh – modulators of PGC1a acetylation; U2OS PGC1a acetylation, AlphaScreen anti-acetyl-lysine; with virally co-expressed GCN5 acetyltransferase; inhibition, % at 15.6 µM; 350,000 compounds, 0.17% hits; AID 651687;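 active = every replicate shows inhibition of at least 40%; inconclusive = mean inhibition at least 40% but some replicate below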;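 note: 0% = neutral control wells and 100% = positive control wells; some results beyond the cut were filed as inactive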
ERAP1 HTS inh – blocks human ERAP1 aminopeptidase activity. Q9NZ08. recombinant ERAP1, Leu-AMC fluorescence, 60 min. inhibition, % at 10.7 µM. 340,000 compounds, 0.15% hits. AID 652197;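 active = mean replicate inhibition of at least 30%, or all replicates individually reaching that 30% level; inactive = mean below 30% and not every replicate reaching it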;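 note: 0% = neutral control wells and 100% = L-leucinethiol positive control wells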
Target sequence (Q9NZ08 whole entry, looked up): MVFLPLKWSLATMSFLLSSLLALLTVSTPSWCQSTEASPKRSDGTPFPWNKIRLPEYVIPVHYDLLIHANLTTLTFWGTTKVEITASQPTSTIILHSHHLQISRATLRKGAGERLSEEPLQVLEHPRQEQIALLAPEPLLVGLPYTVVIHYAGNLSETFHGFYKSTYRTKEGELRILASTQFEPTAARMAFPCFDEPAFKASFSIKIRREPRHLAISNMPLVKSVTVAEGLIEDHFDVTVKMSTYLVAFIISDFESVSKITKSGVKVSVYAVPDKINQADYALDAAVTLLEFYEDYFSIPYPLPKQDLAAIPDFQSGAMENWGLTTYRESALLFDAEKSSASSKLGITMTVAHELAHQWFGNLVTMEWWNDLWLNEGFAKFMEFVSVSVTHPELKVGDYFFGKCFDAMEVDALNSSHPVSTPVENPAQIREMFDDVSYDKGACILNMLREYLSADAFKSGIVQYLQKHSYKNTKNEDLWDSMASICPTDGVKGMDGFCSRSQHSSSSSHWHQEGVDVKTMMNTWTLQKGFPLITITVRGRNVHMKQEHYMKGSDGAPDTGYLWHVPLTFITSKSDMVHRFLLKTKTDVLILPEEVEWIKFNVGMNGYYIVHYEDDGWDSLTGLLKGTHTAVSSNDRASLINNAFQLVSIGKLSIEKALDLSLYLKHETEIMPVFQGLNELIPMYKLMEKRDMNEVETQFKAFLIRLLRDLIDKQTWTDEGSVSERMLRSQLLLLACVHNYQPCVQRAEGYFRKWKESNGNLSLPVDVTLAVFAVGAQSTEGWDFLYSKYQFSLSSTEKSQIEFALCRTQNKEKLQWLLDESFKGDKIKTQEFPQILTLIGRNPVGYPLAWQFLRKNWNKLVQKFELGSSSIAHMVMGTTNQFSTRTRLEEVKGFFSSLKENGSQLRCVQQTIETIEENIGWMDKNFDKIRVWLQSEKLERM
Cneo AK release – causes C. neoformans cell lysis | adenylate kinase release luminescence, 4 h; normalised: neutral wells 0, clomiphene wells 100 | lysis activity, % at 15 µM | 360,000 compounds, 0.2% hits | AID 651654;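 active = mean lysis activity across replicates of at least 80%, whatever share of replicates individually reach that level; inactive = mean lysis activity below 80%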
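read-out = cell lysis signal | test system = log-phase Cryptococcus neoformans yeast cells | input = cells at 5 × 10^6 per mL | medium = fresh YPD growth medium | signal = luminescent adenylate kinase detection reagent | timing = 4 h at 37 °C static, read 1 h later | dosing = single dose | controls = Clomiphene as positive lysis control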
Starred values were filed as active, the others as inactive; ? = inconclusive; · = no result given; & = joins results of further samples. An excerpt, so the mix of outcomes need not match the whole.

SMILES	S100A4 inh HTS	LGR2 inh	XiGFP reactiv	Statin myotox sup	SIRT5 inh	PGC1a acetyl inh	ERAP1 HTS inh	Cneo AK release
CC(=O)N1[C@@H](CO)[C@@H]2c3ccccc3N(S(=O)(=O)c3ccc(F)cc3)C[C@@H]21	·	-1	0.0	16	·	7	·	1
COc1ccc(S(=O)(=O)N2CCCCC2)cc1NC(=O)c1cc(C)on1	-1	-3	0.0	1	-3	-5	-3	3
O=C(O)CCN1CC2([N+](=O)[O-])CC=C(OCCO)C([N+](=O)[O-])(C1)C2 (stereo unspecified)	2	-6	0.0	-9	-2	0	-2	3
COc1ccc(NC(=O)C2(C)Cc3c(-c4ccc(N(C)C)cc4)ccnc3O2)cn1 (stereo unspecified)	5	1	0.2	·	·	·	-1	2
CN1c2ccc(-c3ccccc3)cc2[C@@H]2[C@@H](CCN2C(=O)NC2CCCCC2)[C@H]1CO	13	-15	0.2	·	-3	·	3	·
COc1ccc(-c2ccc3c(c2)[C@@H]2[C@@H](CCN2C(=O)Cc2ccccn2)[C@@H](CO)N3C)cc1	·	-15	0.0	37	·	7	·	5
O=C(O)C(Cc1ccc(O)cc1)N1C(=O)c2ccccc2C1=O (stereo unspecified)	4	-4	0.2	-2	0	-4	-6	0
CSc1ccc(CCNC(=O)CCc2nnc3ccc(N4CCC5(CC4)OCCO5)nn23)cc1	6	2	0.3	-5	1	2	-1	4
O=C(C1=C(O)C(=O)N(CCc2ccccc2)C1c1cccs1)c1ccco1 (stereo unspecified)	-10	2	0.0	·	-2	9	10	·
COc1ccc2c3c([nH]c2c1)[C@H](CO)N(Cc1ccccc1)CC31CCN(C(=O)Nc2cccc(F)c2)CC1	1	7	0.4	·	0	·	-1	·
COC(=O)c1ccccc1CSc1nsc(/C=C/N(C)C)c1C#N	-1	-10	·	6	1	2	-1	-1
CC(=O)c1c(C)[nH]c(C(=O)CN2C(=O)NC(C)(CCC(C)C)C2=O)c1C (stereo unspecified)	-5	-19	0.1	·	-1	-11	-1	·
COc1ccccc1C#Cc1ccc2c(c1)[C@@H]1[C@@H](CCN1S(=O)(=O)c1ccc(F)cc1)[C@@H](CO)N2	-1	-15	0.0	·	10	-16	-1	·
CCC(CC)C(=O)Nc1nnc(S(=O)(=O)N2c3ccccc3CC2C)s1 (stereo unspecified)	1	3	0.0	-13	0	-1	2	0
CC(=O)Nc1ccc(CN2C(=O)C(Cc3ccccc3)ON=C2c2cccc(F)c2)cc1 (stereo unspecified)	-1	-19	-0.2	-11	·	·	·	0
COc1ccc(C(=O)Nc2cccc3cccnc23)cc1OC	-1	-31	·	1	20*	-17	3	-2
COc1ccc(NC(=O)N(C)C[C@H]2Oc3ccc(NC(=O)CCN4CCOCC4)cc3CC(=O)N([C@@H](C)CO)C[C@@H]2C)cc1	-8	3	0.1	3	-6	6	1	-3
CC(=O)Nc1ccc(NC(=O)c2ccc3sc([C@H]4C[C@H](O)[C@@H](CO)O4)nc3c2)cc1	1	-8	0.1	2	-1	4	2	1
Cc1ccc(OC(C)C(=O)Nc2ccc3c(c2)n(C)c(=O)n3C)c(C)c1 (stereo unspecified)	1	-11	-0.1	6	1	·	19	-1
CC(C)C1N(c2ccccc2)C(N)=C(C#N)C1(C#N)C#N (stereo unspecified)	·	-2	·	19	·	29	·	-1
O=C(Nc1ccccc1)C1=C[C@@H](c2ccccc2)C[C@@H](OCc2ccc(CO)cc2)O1	-6&2	-95	0.0	9	-5&0	-20&-11	-2&0	1&-2
O=C(OCc1cccc([N+](=O)[O-])c1)c1cc2ccccc2oc1=O	0	-7	-0.1	-15	-3	-2	-7	-1
c1ccc(CN2CCC(N3CCN(Cc4ccc5c(c4)OCO5)CC3)CC2)cc1	-7	-19	·	·	-3	16	·	-2
CCCc1cc(=O)oc2cc(C)cc(OCC(=O)Nc3ccc(CN4CCOCC4)cc3)c12	1	-31	0.0	0	-2	-1	-1	0
C[C@H](CO)N1C[C@H](C)[C@H](CN(C)C(=O)CCC(F)(F)F)OCCCC[C@H](C)Oc2ccc(NC(=O)c3ccccc3)cc2C1=O	1	11	0.2	·	8	3	-9	-3
COc1cc(C(=O)NCc2cccs2)ccc1OCc1c(C)noc1C	4	6	0.0	5	6	-3	2	-1
CCC(=O)N1C[C@H](C)[C@@H](OC)CN(C)C(=O)c2cc(NC(=O)Nc3cccc(F)c3)ccc2OC[C@H]1C	0	15	-0.3	-10	5	?	-2	51
N#C[C@H]1[C@@H](c2ccccc2-c2ccccc2)[C@H](CO)N1C(=O)Cc1ccncc1	2	12	0.0	·	1	5	3	·
O=C(Nc1ccccc1)c1cc2n(n1)C(C(F)(F)F)CC(C1CC1)N2 (stereo unspecified)	-2	·	-0.1	·	3	·	-2	·
CN(C)Cc1cn(CC[C@@H]2CC[C@@H](NS(=O)(=O)c3ccccc3)[C@@H](CO)O2)nn1	41	8	0.0	0	-4	-9	0	1
O=C(NC1CCN(c2ncccn2)CC1)c1c(F)cccc1F	-3	-15	0.1	-2	-2	·	-5	-2
COc1ccc(N2C(=S)N=C(Nc3cccc(C)c3)C23CCCCC3)cc1	-10	4	-0.1	-24	2	·	6	·
FC(F)(F)c1ccccc1Cc1c(-c2ccccc2)nc2ccc(Cl)cn12	1	-4	0.3	2	·	5	·	0
CCN(CC)CCN(C(=O)C1=COCCO1)c1nc2cc(C)cc(C)c2s1	1	1	-0.1	·	-3	-4	18	-3
O=C(COC(=O)C12CC3CC(CC(C3)C1)C2)Nc1nc2c(F)c(F)c(F)cc2s1	-2	·	0.8	·	-1	-8	-4	0
O=C(Cc1nc2ccccc2[nH]1)c1ccc(Br)cc1	-2	-34	-0.1	·	-3	7	·	·
C[C@@H]1CN([C@H](C)CO)C(=O)CCCn2nncc2CO[C@H]1CN(C)Cc1ccc2c(c1)OCCN2C	19	-8	0.3	-12&-7	1	-6&-1	2	-2
O=C(NCC[C@@H]1CC[C@H](NS(=O)(=O)c2ccccc2)[C@H](CO)O1)c1cc(Cl)cc(Cl)c1	1	11	0.4	10	1	-4	-3	0
CN1CCN(S(=O)(=O)c2cccc(C(=O)Nc3ccccc3N3CCCCC3)c2)CC1	0	3	0.0	-27	-1	·	-2	·
C[C@H](CO)N1C[C@H](C)[C@@H](CN(C)S(=O)(=O)c2cn(C)cn2)Oc2ccc(NC(=O)Nc3ccccc3)cc2CC1=O	5	-6	-0.9	-3	0	10	4	-1
CN(C)CCCNC(=O)[C@H]1[C@H](CO)[C@H]2Cn3c(ccc(-c4ccncc4)c3=O)[C@@H]1N2C(=O)CC1CC1	4	-24	0.4	-10	-49	·	-2	5
COc1ccc(C(C)=O)cc1Cn1c(C)c(C(=O)NCc2ccc(C(F)(F)F)cc2)sc1=O	5	4	0.2	2	·	·	·	0
COc1ccc2c3c([nH]c2c1)[C@@H](CO)N(C(=O)C1CCC1)CC31CN(C)C1	-7	3	0.3	·	0	·	1	·
Cc1c(C(=O)NCc2ccc(C(F)(F)F)cc2)sc(=O)n1Cc1cccc(F)c1	8	3	-0.1	10	·	·	·	2
O=C(CCc1ccccc1)Nc1ccc(S(=O)(=O)NC2=NCCCCC2)cc1	-6	7	-0.7	-1	-1	-1	1	0
COc1ccccc1S(=O)(=O)N(C)C[C@H]1Oc2cc(C#CCC(C)C)ccc2S(=O)(=O)N([C@@H](C)CO)C[C@@H]1C	6	30	0.0	-49	1	-4	6	49
COc1ccc(NC(=O)Nc2cccc3c2O[C@@H](CN(C)S(=O)(=O)c2ccc(Cl)cc2)[C@@H](C)CN([C@@H](C)CO)C3=O)cc1	-2	-33	-0.1	-5	0	2	1	-4
COc1ccc(OC)c(C(=O)CSc2nnc(Cc3cccs3)n2CCc2ccccc2)c1	-9	-4	·	2	-3	-14	4	-1
COc1ccccc1CNC(=O)c1cc(-c2ccncc2)nc2c(Cl)cccc12	4	11	0.3	·	-2	5	3	-1
Cc1ccc(CNC(=O)CN(C(=O)N2CCN(C)CC2)S(=O)(=O)c2ccc(C)cc2)cc1	-9	-4	0.2	·	-5	·	-1	·

Reprinted at random: four records from the list
SMILES	S100A4 inh HTS	LGR2 inh	XiGFP reactiv	Statin myotox sup	SIRT5 inh	PGC1a acetyl inh	ERAP1 HTS inh	Cneo AK release
CC(=O)c1c(C)[nH]c(C(=O)CN2C(=O)NC(C)(CCC(C)C)C2=O)c1C (stereo unspecified)	-5	-19	0.1	·	-1	-11	-1	·
O=C(NC1CCN(c2ncccn2)CC1)c1c(F)cccc1F	-3	-15	0.1	-2	-2	·	-5	-2
CN1CCN(S(=O)(=O)c2cccc(C(=O)Nc3ccccc3N3CCCCC3)c2)CC1	0	3	0.0	-27	-1	·	-2	·
O=C(Nc1ccccc1)c1cc2n(n1)C(C(F)(F)F)CC(C1CC1)N2 (stereo unspecified)	-2	·	-0.1	·	3	·	-2	·

(cont.)
SMILES	S100A4 inh HTS	LGR2 inh	XiGFP reactiv	Statin myotox sup	SIRT5 inh	PGC1a acetyl inh	ERAP1 HTS inh	Cneo AK release
O=C(O)C1(P(=O)(c2ccccc2)c2ccccc2)CCCC1	-4	-2	0.0	3	1	9	3	-1
C[C@H](CO)N1C[C@H](C)[C@H](CN(C)C(=O)Nc2ccccc2)Oc2c(NS(=O)(=O)c3ccccc3)cccc2C1=O	3	-10	-1.0	-24	1	5	-5	1
C/C(=N\NC(=O)c1nnn(-c2nonc2N)c1CN1CCc2ccccc21)c1ccccc1O	8	3	0.2	8	7	·	3	0
O=C(Nc1cc(C(F)(F)F)ccc1N1CCOCC1)C1CC1	-5	-19	0.0	-3	-1	7	1	3
COc1ccc(-c2ccc(=O)n(CC(=O)NC3CCc4ccccc43)n2)cc1OC (stereo unspecified)	9	·	0.0	·	3	·	6	·
Cc1ccc(C(=O)Cn2cc([N+](=O)[O-])nc2C)cc1	2	1	0.1	·	-2	·	-1	·
O=C(c1ccc(OC2CCN(CCc3ccccc3)CC2)cc1)N1CCCCC1CCCO (stereo unspecified)	-3	10	0.0	-2	-1	-8	2	0
COc1ccc(-c2ccccc2)cc1NCc1ccccc1C	-11	·	-0.1	·	3	4	-2	2
COC(=O)Cn1c(CN(Cc2ccccc2)Cc2ccccc2)nc2c1c(=O)[nH]c(=O)n2C	5	0	·	9	-6	-10	3	-3
Cc1ccc(NC(=O)NCc2cccn2C)cc1C	-1	-26	0.0	-24	-5	1	0	-1
Nc1nc(SCC(=O)Nc2cc(-c3ccccc3)nn2-c2ccccc2)n[nH]1	3	4	·	-28	2	-4	1	-12
CC(C)c1ccc(-c2cc(C(=O)N3CCOCC3)c3cc(Br)ccc3n2)cc1	-2	-13	0.1	-22	-4	8	2	-5
Cc1ccc(C(=O)NCCNC(=O)c2ccco2)cn1	-2	-1	0.1	7	-7	1	-2	0
CC(=O)NC1=C(NC2CCS(=O)(=O)C2)C(=O)c2ccccc2C1=O (stereo unspecified)	·	-8	0.0	13	·	25	·	5
CN(C)C(=O)C[C@@H]1CC[C@H]2[C@H](COc3ccc(NC(=O)c4ccc(F)c(F)c4)cc3C(=O)N2C)O1	3	10	0.6	-4	1	-6	-2	0

Screening data from PubChem BioAssay.
